Bioassay records deposited in PubChem by several laboratories.
sdo1 growth – growth rescue of sdo1-depleted yeast, primary screen, S. cerevisiae, bone marrow failure model; S. cerevisiae sdo1-depleted JHY4D growth rescue, OD600 30 h; hits give high values; pdr5 snq2 efflux-pump mutant strain; z-score at 10 µM; 0.21% of 140,000 active; AID 817, 2007;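 active = z-score above 3 at both the 24 hr and the 30 hr optical density reads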;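 note: z-score against mean and SD of all compound wells on the same plate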
Insulin prom inh – inhibitors of insulin promoter-driven GFP, primary screen, imaging, TRM-6 cells (human fetal islet line), eGFP reporter, cell count; reporter expression induced with tamoxifen; inhibition, % at 2 µM; 0.9% of 130,000 active; AID 1273, 2008;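 active = inhibition above the mean plus 3 SD, with well images judged a real hit on visual review, cut at about 60% in these data, passing the limit was not always enough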
sdo1 growth Rescue 24 h – second read-out of sdo1 growth, no call of its own (marks repeat the call); z-score; S. cerevisiae sdo1-depleted JHY4D growth rescue, OD600; measured here: growth rescue at 24 h;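 0 is the plate mean of compound wells and units are plate SD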
An asterisk follows results filed as active; x = not tested or not shown. No enrichment for hits; overall some 0.99% were active at least once.

sdo1 growth	sdo1 growth Rescue 24 h	Insulin prom inh	canonical_smiles
1.4	2.23	10.0	O=C(NCCc1c[nH]c2ccccc12)c1cnc2n(c1=O)CCS2
-1.09	-0.1	7.0	Cc1cc(C(=O)OCCN2C(=O)c3ccccc3C2=O)c2ccccc2n1
-0.15	-1.2	x	Cc1cc(C(=O)N2CCN(c3ccccn3)CC2)no1
x	x	-5.9	CC(=O)c1ccc(NC(=S)N2CCN(c3cccc(Cl)c3)CC2)cc1
-0.85	-0.89	-29.2	O=C(NCc1ccc2c(c1)OCO2)C1CCC(CNS(=O)(=O)c2ccc(Cl)cc2)CC1 (stereo unspecified)
0.27	-0.23	68.0	O=C(O)Cn1c(SCCOc2ccccc2F)nc2ccccc21
-1.56	-1.31	19.2	CCOc1ccc(NS(=O)(=O)c2ccc3c(c2)CCN3C(=O)C2CCC2)cc1
0.48	0.2	-28.9	O=C(Nc1ccc(N2CCCC2)cc1)c1ccc2ccccc2c1
x	x	-6.2	CCOC(=O)C1CCCN(C(=O)COc2ccc(N(C)S(=O)(=O)c3ccc(C)cc3)cc2)C1 (stereo unspecified)
0.55	0.21	-57.1	CCOC(=O)CN1C(=O)C(=O)c2cc(C)ccc21
x	x	-15.0	COc1cnc(-c2ccccn2)nc1Sc1ccc(C)cc1
-0.24	1.93	3.6	CCn1c(SCC(=O)c2ccc(Br)cc2)nnc1C(C)NC(=O)Cc1ccc(OC)cc1 (stereo unspecified)
0.66	0.65	62.5	COc1ccc(OC)c(C2c3c(oc4ccccc4c3=O)C(=O)N2CCCN(C)C)c1 (stereo unspecified)
-0.42	1.33	x	Cc1ccc(-c2nc(CS(=O)(=O)CC(=O)N3CCc4ccccc4C3)c(C)o2)cc1
-0.17	-0.76	10.7	CCOC(=O)c1cnc2ccccc2c1NCCO
1	1.08	-54.8	COC(=O)CCC(=O)N1CCc2cc(S(=O)(=O)N3CCN(c4ccccc4Cl)CC3)ccc21
-0.26	1.44	x	N#Cc1sc2nc(-c3cccs3)cc(-c3ccc(F)cc3)c2c1N
x	x	5.6	CN(C)c1nnc(-c2ccc(Cl)cc2)o1
1.14	1.67	-6.7	O=C(COC(=O)COc1ccc(Cl)cc1Cl)Nc1cccnc1Cl
0.45	0.38	x	CC(C)NC(=O)c1cc(C(=O)c2cc(Cl)ccc2O)coc1=N
1.13	1.3	36.6	Cc1ccc(Nc2c(-c3ccc(N4CCOCC4)cc3)nc3ncccn23)cc1
-0.18	-0.33	x	COC(=O)C1=C(C)Nc2nnnn2C1c1cc(OC)ccc1OC (stereo unspecified)
-0.16	0.12	x	CC1CN(c2nc3c(c(=O)n(Cc4ccc(Cl)cc4)c(=O)n3C)n2C)CC(C)O1 (stereo unspecified)
0.2	-0.32	x	C/C(=N\NC(=O)c1ccccc1)c1ccc(N2CCCCC2)cc1
1.55	2.07	x	Cc1cc(NC(=O)CCC(=O)N(CC(=O)NC2CCCC2)Cc2ccccc2Cl)no1

By substructure: the compounds so far with a halogen
sdo1 growth	sdo1 growth Rescue 24 h	Insulin prom inh	canonical_smiles
x	x	-5.9	CC(=O)c1ccc(NC(=S)N2CCN(c3cccc(Cl)c3)CC2)cc1
-0.85	-0.89	-29.2	O=C(NCc1ccc2c(c1)OCO2)C1CCC(CNS(=O)(=O)c2ccc(Cl)cc2)CC1 (stereo unspecified)
0.27	-0.23	68.0	O=C(O)Cn1c(SCCOc2ccccc2F)nc2ccccc21
-0.24	1.93	3.6	CCn1c(SCC(=O)c2ccc(Br)cc2)nnc1C(C)NC(=O)Cc1ccc(OC)cc1 (stereo unspecified)
1	1.08	-54.8	COC(=O)CCC(=O)N1CCc2cc(S(=O)(=O)N3CCN(c4ccccc4Cl)CC3)ccc21
-0.26	1.44	x	N#Cc1sc2nc(-c3cccs3)cc(-c3ccc(F)cc3)c2c1N
x	x	5.6	CN(C)c1nnc(-c2ccc(Cl)cc2)o1
1.14	1.67	-6.7	O=C(COC(=O)COc1ccc(Cl)cc1Cl)Nc1cccnc1Cl
0.45	0.38	x	CC(C)NC(=O)c1cc(C(=O)c2cc(Cl)ccc2O)coc1=N
-0.16	0.12	x	CC1CN(c2nc3c(c(=O)n(Cc4ccc(Cl)cc4)c(=O)n3C)n2C)CC(C)O1 (stereo unspecified)
1.55	2.07	x	Cc1cc(NC(=O)CCC(=O)N(CC(=O)NC2CCCC2)Cc2ccccc2Cl)no1

Following part.
sdo1 growth	sdo1 growth Rescue 24 h	Insulin prom inh	canonical_smiles
-1.87	-1.73	-53.1	O=C(Nc1cccc(C(F)(F)F)c1)c1cc(S(=O)(=O)N2CCCCC2)ccc1N1CCOCC1
-0.82	-0.91	-43.6	CC(=O)N(C(C)=O)C1=C(C#N)C2(CCCCC2)Cc2ccccc21
1.3	1.19	19.4	CCCCNC(=O)C1CCCN1C(=O)Nc1cccc(OC)c1 (stereo unspecified)
1.06	1.4	x	CN(C)c1ccc2c(O)cc(=O)n(C)c2c1
-0.73	-0.95	-15.5	CCOC(=O)c1cnn(-c2nc3c(C)cccc3s2)c1C
1.09	2.16	20.9	COc1ccc(NC(=O)CN2CCN(c3ccccc3F)CC2)cc1
1.57	1.77	25.7	COc1ccc(CCNC(=O)NC(C(F)(F)F)C(F)(F)F)cc1OC
-0.04	0.41	40.0	O=C(Nc1ccc([N+](=O)[O-])cc1)C1C(c2ccccc2)=C1c1ccccc1
x	x	-55.6	COc1ccc(N2CCN(Cc3nc(-c4ccccc4)no3)CC2)cc1
0.77	0.99	x	Cc1cc(C(=O)NP(=O)(N2CCOCC2)N2CCOCC2)c(C)n1-c1ccc(N(C)C)cc1
-0.3	-1.04	x	CCN(c1ccc(NC(=O)COC(=O)c2ccc(S(=O)(=O)N3CCCC3)cc2)cc1)C(C)C
-0.7	-0.35	-8.3	O=c1[nH]c(N2CCN(c3ccccc3)CC2)nc2c1CCCC2
-0.67	-1.31	48.5	CCN(CC)S(=O)(=O)c1ccc(Nc2cc(C)nc3ncnn23)cc1
-0.02	-0.59	x	O=C(Nc1ccc(F)cc1)C1CCCN(S(=O)(=O)c2cccc3cccnc23)C1 (stereo unspecified)
0.65	0.27	-31.2	Cc1ccc(C(=O)NCCCNCCCN(C)C)cn1
-0.3	-0.29	2.9	CC1=CC(C)(C)N(C(=O)c2ccccc2)c2ccc(C)cc21
1.28	0.36	0.0	CCn1c(COc2ccccc2C)nnc1SCC(=O)N1CCCCC1
x	x	-11.8	O=C(NCc1ccccn1)C(=O)Nc1cccc2ccccc12
-0.02	-0.26	9.1	CCCCCC(=O)N1CCN(CCN=CC2=C(O)CC(c3ccc(OC)c(OC)c3)CC2=O)CC1 (stereo unspecified)
-0.72	-0.3	x	Cc1nc2ccc(NC(=O)C3CCN(S(=O)(=O)c4cccs4)CC3)cc2s1
1.44	0.16	-75.0	O=[N+]([O-])C(/C=C(\Cl)[N+](=O)[O-])=C1N(Cc2ccc(Cl)nc2)CCN1Cc1ccc(Cl)nc1
-1.35	-1.23	13.5	CC1Cc2ccccc2N1C(=O)C1CCCCN1S(=O)(=O)c1ccccc1 (stereo unspecified)
x	x	14.3	O=C(Nc1ccccc1)N1CCSc2ccccc21
1.26	1.5	-76.7	COCCN(C(=S)Nc1cccc(OC)c1)C1CCN(C(C)C)CC1
1.03	0.55	x	Cc1cc(NS(=O)(=O)c2ccccc2)no1
x	x	-17.9	COC(=O)C1=C(C)NC(=O)NC1c1ccc(OC(=O)c2ccco2)cc1 (stereo unspecified)
x	x	7.7	Cc1ccc(NS(=O)(=O)c2ccc(C(=O)OCC(=O)Nc3cc(C)on3)cc2)cc1
0.38	-0.76	-48.6	CCNc1nc(SC(C(C)=O)C(C)=O)nc(N(C)C)n1
-1.49	-0.32	-36.4	COc1ccc(CCN2CCC(Nc3nc4ccccc4n3Cc3ccc(F)cc3)CC2)cc1
2.19	-0.12	x	CCCCn1c(SCc2ccc(C(=O)OC)o2)nc2cc(S(N)(=O)=O)ccc21
0.53	-0.48	4.8	C=C(Br)CN1CCN(CC(=C)Br)CC1
x	x	-51.2	O=S(=O)(Cc1cc(N2CCOCC2)nc(-c2ccccn2)n1)c1ccccc1
0.82	1.17	11.4	Cc1nc2ccc(NC(=O)c3cccc(S(=O)(=O)N4CC(C)OC(C)C4)c3)cc2s1 (stereo unspecified)
0.43	0.55	x	CCOC(=O)Cn1ncc2c(=O)oc3ccccc3c21
1	0.48	15.4	OCCNCCCCOc1ccc(OCc2ccccc2)cc1
x	x	14.3	CCc1ccc(C(C(=O)NC2CCCCC2)N(C(=O)c2ccccn2)c2cccnc2)cc1 (stereo unspecified)
1.54	1.68	24.2	CCOC(=O)CNC(=O)CNC(=O)c1ccc(OC)cc1
0.62	0.63	-81.8	CCOC(=O)N1CCN(C(=O)c2ccc3nc4ccc(Cl)cc4c(=O)n3c2)CC1
x	x	-30.0	Cc1ccc(C(=O)NNC(=O)c2ccc3ncccc3c2)cc1
x	x	-55.6	CCN(C(=O)CSc1nc2ccccc2c(=O)n1CCOC)C1CCS(=O)(=O)C1 (stereo unspecified)
0.13	-0.62	-20.9	CC(C)n1nnnc1SCC(=O)NCc1ccco1
-0.2	-0.65	40.0	O=C(CSc1nc2[nH]ncc2c(=O)[nH]1)NCc1ccc(F)cc1
0.61	-0.41	-11.1	c1ccc(-c2noc(-c3ccco3)n2)nc1
x	x	0.0	COC(=O)c1cc(=O)n(Cc2ccc(F)cc2)c(=NCc2ccc(F)cc2)s1
0.87	-0.25	x	CCc1ccc2[nH]c(=O)c(CN(CCN(CC)CC)C(=O)Nc3ccccc3OC)cc2c1
x	x	63.0	CN(/N=C/c1ccncc1)c1cnc2ccccc2n1
0.04	0.02	x	CCCCCCCCCc1nc(N)n[nH]1
x	x	-7.1	Cc1cccc(NC(=O)Cn2nnc3ccccc32)c1
3.44	0.59	x	Cc1nn(C)c(C)c1S(=O)(=O)N1CCCC(C(=O)NC2CCCCC2)C1 (stereo unspecified)
-0.74	-1.33	-15.4	CC1(C)Cc2c(sc3nc(-c4ccccc4Cl)n(N)c(=O)c23)CO1

Other compounds:
sdo1 growth	sdo1 growth Rescue 24 h	Insulin prom inh	canonical_smiles
0.73	0.02	x	Cc1nc2nc(SCC(N)=O)[nH]c2cc1Br
0.15	0.17	5.6	CCC(C)(C(=O)NC1CCCCC1)N(C(=O)c1ccccn1)c1ccc(C)cc1 (stereo unspecified)
1.75	1.3	7.3	O=C(c1ccc(CSc2nc3ccncc3[nH]2)cc1)N1CCCCC1
-1.16	-1.17	-38.9	CC(C)CCNC(=S)Nc1ccc2nc3n(c(=O)c2c1)CCCCC3
0.75	0.16	12.5	Cc1ccc(SCC(=O)NCCCN2CCOCC2)cc1
-1.37	-0.97	42.4	CCOc1nc2c(c(=O)n(C)c(=O)n2C)n1Cc1ccccc1Cl
0.2	-0.27	-7.1	CCCc1nnc(NC(=O)CCC(=O)N2CCN(CCn3c(C)ccc3C)CC2)s1
0.11	0.05	-13.8	Cc1ccc(/C=C(/C#N)C(=O)NC(C)c2ccccc2)o1 (stereo unspecified)
x	x	-55.6	CCC(C)(C)c1ccc(OCCCC[n+]2ccccc2)c(C(C)(C)CC)c1
0.18	-0.76	32.3	c1ccc(CSc2ccc(-c3ccco3)nn2)cc1
x	x	0.0	COc1cc(/C=C2/C(=O)ON=C2C)ccc1OCc1cccc(F)c1
-0.13	0.04	-6.7	COc1cccc(C(=O)NCCC2=CCCCC2)c1
1.69	1.27	-28.6	C=CCN(CC=C)C(=O)c1cc2ccccc2c(=O)o1
1.33	1.53	x	O=C(O)c1cccc(Cn2c(Cl)c(/C=N/NC(=O)c3ccccc3Cl)sc2=O)c1
1.02	0.98	x	COc1ccc(N2CCN(CCNC(=O)c3ccc(NC(=O)C4CCCO4)cc3)CC2)cc1 (stereo unspecified)
x	x	20.0	COc1ccc(OCC(=O)Nc2nonc2NC(=O)COc2ccc(OC)cc2)cc1
x	x	-54.5	CC(C)CNC(=O)/C=C/C(=O)O
0.53	0.77	-6.7	COc1cc(C(=O)OCC(=O)N(C)C)cc(NC(=O)c2ccco2)c1OC
0.91	1.51	18.5	Cc1ccc(-c2noc(CN3CCCCC3)n2)cc1
x	x	-8.3	CSc1ncc(Cl)c(C(=O)Nc2ccc(NC(C)=O)cc2)n1
0.5	-0.1	55.3	CN(C)CCCOC(=O)C1c2ccccc2Oc2ccccc21
-0.23	1.04	x	CCc1c(C(=O)NCc2ccc3c(c2)OCO3)[nH]c(C)c1C(C)=O
1.09	1.3	x	COc1cc(C(c2sc3nc(C)nn3c2O)N2CCC3(CC2)OCCO3)cc(OC)c1OC (stereo unspecified)
-1.92	-1.67	x	Cc1ccc(N2CCN(C(=O)c3ccccc3F)CC2)c(C)c1
-0.04	-0.84	x	CCOC(=O)Cc1csc(NC(=O)CC)n1
-0.21	-0.32	46.1	COc1ccc(Nc2nc(C)c3ccccc3n2)cc1
1.3	1.91	-14.3	Cn1c(=O)n(CC(N)=O)c2ccccc21
-1.57	-1.78	-9.1	Cc1ccc(OC(C)C(=O)N2CCc3ccccc32)cc1 (stereo unspecified)
0.46	0.15	x	O=C(O)[C@@H](c1ccccc1)N1Cc2ccccc2C1=O
0.48	0.7	-13.6	COC(=O)C1=C(C)N(Cc2cccnc2)C(=O)C1
0.47	-0.44	-211.1	CN1CCN(C(=O)c2ccc3c(c2)OCCO3)CC1
0.51	0	45.5	CC(=O)c1cc(-c2nc3ccccc3n2C)n(C)c1
-0.91	0	15.6	Cc1cccc(S(=O)(=O)Nc2ccc(-c3nc4ccc(C)cc4s3)cc2)c1
x	x	25.0	Cc1ccccc1NC(=O)/C(C#N)=C\c1cn(CC(=O)O)c2ccccc12
-0.51	-0.66	x	Cn1cccc1Cc1nnc(SCC(=O)Nc2ccc(F)cc2)n1-c1ccc(F)cc1
-0.43	-0.72	x	COCCCNC(=O)CS(=O)(=O)Cc1nc(-c2ccccc2C)oc1C
-0.1	-0.72	-39.1	COc1ccc(N(C2CSC2)S(=O)(=O)c2ccccc2)cc1
